4-MU autofl: compounds fluorescent in 4-MU spectral region; compound autofluorescence, 340/450 nm, 4-MU equivalents; stronger effect = higher value; max dye-equivalent concentration, M; hit rate 11% among 59,000; in the data active means max dye-equivalent concentration above about 10 nM; inconclusive means mostly about 1.1 nM to 9.6 nM
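Compounds in 100 mM Tris, pH 8.0, sat 15 min at room temperature before fluorescence was read at 340 nm excitation/450 nm emission; a per-plate six-point 4-MU standard curve converted signals to dye-equivalent concentration at each compound concentration.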
HADH2 inhib: inhibitors of human HADH2 dehydrogenase | Q99714 | recombinant HADH2, NADH fluorescence, beta-hydroxybutyryl-CoA | Potency, µM (titrated, usually from 57.1 µM), without a hit: top-dose activity change, negative = inhibition, usual class: inhibitors | hit rate 3.4% among 73,000; further: potency means the concentration at half of the fitted maximal effect; on the % scale 0 is the no-effect control and ±100 the full control effect; nearly all actives have a fitted effect of over 60% in size; many of its hits are not listed in these tables
Target sequence (Q99714 whole entry, looked up, one chain of several): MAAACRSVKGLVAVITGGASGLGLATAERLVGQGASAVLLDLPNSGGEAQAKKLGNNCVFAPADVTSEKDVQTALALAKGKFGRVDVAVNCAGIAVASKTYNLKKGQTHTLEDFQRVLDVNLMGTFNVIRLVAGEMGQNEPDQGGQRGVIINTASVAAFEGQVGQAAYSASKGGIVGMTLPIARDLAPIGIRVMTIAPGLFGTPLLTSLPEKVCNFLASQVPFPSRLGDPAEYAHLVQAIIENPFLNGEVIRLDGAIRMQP
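Buffer 100 mM Tris-HCl pH 9.0/0.01% Tween-20; HADH2 20 nM; NAD+ 1 mM; beta-hydroxybutyryl-CoA 90 uM (all final). 15 min cpd preincubation, RT.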
Texas Red fluor: Texas Red region autofluorescence; hit rate 0.06% among 59,000; Compound fluorescence, Texas Red channel, 547/618 nm; stronger effect = higher value; max dye-equivalent concentration, M; in the data active means max dye-equivalent concentration above about 10 nM; inconclusive means between about 1.1 nM and that limit
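qHTS profiling of intrinsic compound fluorescence; 100 mM Tris pH 8.0; 15 min RT; ex 547 / em 618 nm; response expressed as Texas Red dye-equivalent concentration from six-point plate standard.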
Epigenetic mod: derepresses silenced GFP locus in mouse C127i cells | mouse C127i GFP locus derepression, cytometry, 30 h | Potency, µM (top dose mostly 46.1 µM), for inactives: at the highest dose GFP derepression (activation) | hit rate 0.09% among 68,000 | AID 597; further: % of control where 0% means no effect
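Locus derepression in mouse mammary C127i cells whose integrated CMV-GFP reporter is normally silent; GFP expression after 30 h compound treatment was quantified by counting fluorescent cells.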
DNA Pol III inh: inhibitors of bacterial DNA polymerase III holoenzyme; AID 603; hit rate 0.25% among 71,000; reconstituted DNA polymerase III holoenzyme replication, biochemical; Potency, µM (highest dose often 57.1 µM), without a hit: top-dose activity change, negative = inhibition; further: potency means the concentration at half of the fitted maximal effect; on the % scale 0 is the no-effect control and ±100 the full control effect
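Reconstituted *E. coli* holoenzyme (0.35 nM Pol III, 1 nM beta, 154 nM SSB, 2 nM primase) was preincubated with compound for 15 min at RT. Synthesis on 1.4 nM ssM13Gori ran 35 min, then was stopped with PicoGreen/EDTA and read as dsDNA fluorescence.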
Ub-GFP proteasome: inhibits proteasome, raising ubiquitin-GFP reporter fluorescence. Potency, µM (titrated, usually from 45.9 µM), inactives show top-dose activation (GFP accumulation), actives largely listed as activators. Ubiquitin-GFP reporter cells, proteasome inhibition, GFP fluorescence; response scale: untreated = 0%, 10 µM MG-132 = 100%. 67,000 tested, under 10 active; active means well fitted activation curve with a large enough effect, not every such curve was filed as active; inconclusive means small, poorly fitted or top-dose-only effect, or another doubt; inactive means no such curve, though single readings can be large or run the other way; further: potency means the concentration at half of the fitted maximal effect
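Proteasome block read as GFP accumulation: ubiquitin(G76V)-GFP U2OS cells exposed to compound (2.9 nM–46 uM) for 4 hr at 37 C. Normalization used untreated cells as 0% and 10 uM MG-132 as 100%; concentration-response curves fitted.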
HBB splicing: modulators of hemoglobin beta chain splicing | hit rate 0.06% among 65,000 | AID 925 | HBB splicing reporter cell assay, activation; EGFP reporter with mutant IVS2-654 intron; response scale: normalised to 500 nM splice-correcting PNA | Potency, µM (highest dose often 46.1 µM), for the others: at the highest dose activation, actives largely listed as activators; further: potency means the concentration at half of the fitted maximal effect; 0% is about no effect
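HeLa cells stably expressing EGFP interrupted by mutant beta-globin intron 2 (IVS2-654), 500/well in 2% FCS. Treated with compound for 2 days at 37C. Splicing correction scored as total well GFP intensity (488 nm excitation, 500-520 nm emission); 500 nM antisense PNA served as control.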
Rhodamine autofl: compound fluoresces in the rhodamine spectral region | Rhodamine-region fluorescence, 547/598 nm, Tris buffer; stronger effect = higher value | max dye-equivalent concentration, M | hit rate 0.05% among 59,000; in the data active means max dye-equivalent concentration above about 11 nM; inconclusive means between about 1.1 nM and that limit
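Intensities are converted to rhodamine-equivalent concentration using a six-point rhodamine standard on each plate. Compounds sit 15 min at room temperature in 100 mM Tris buffer, pH 8.0; read uses the 547/598 nm excitation/emission pair.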
15-hLO inh: blocks human 15-lipoxygenase activity; hit rate 1.4% among 74,000; AID 887; P16050; Potency, µM (highest dose often 57.1 µM), inactives show at the highest dose activity change, negative = inhibition, actives largely listed as inhibitors; purified 15hLO-1, xylenol orange hydroperoxide absorbance; further: potency means the concentration at half of the fitted maximal effect; on the % scale 0 is the no-effect control and ±100 the full control effect; nearly all actives have a fitted effect of over 55% in size
Target sequence (P16050 whole entry, looked up): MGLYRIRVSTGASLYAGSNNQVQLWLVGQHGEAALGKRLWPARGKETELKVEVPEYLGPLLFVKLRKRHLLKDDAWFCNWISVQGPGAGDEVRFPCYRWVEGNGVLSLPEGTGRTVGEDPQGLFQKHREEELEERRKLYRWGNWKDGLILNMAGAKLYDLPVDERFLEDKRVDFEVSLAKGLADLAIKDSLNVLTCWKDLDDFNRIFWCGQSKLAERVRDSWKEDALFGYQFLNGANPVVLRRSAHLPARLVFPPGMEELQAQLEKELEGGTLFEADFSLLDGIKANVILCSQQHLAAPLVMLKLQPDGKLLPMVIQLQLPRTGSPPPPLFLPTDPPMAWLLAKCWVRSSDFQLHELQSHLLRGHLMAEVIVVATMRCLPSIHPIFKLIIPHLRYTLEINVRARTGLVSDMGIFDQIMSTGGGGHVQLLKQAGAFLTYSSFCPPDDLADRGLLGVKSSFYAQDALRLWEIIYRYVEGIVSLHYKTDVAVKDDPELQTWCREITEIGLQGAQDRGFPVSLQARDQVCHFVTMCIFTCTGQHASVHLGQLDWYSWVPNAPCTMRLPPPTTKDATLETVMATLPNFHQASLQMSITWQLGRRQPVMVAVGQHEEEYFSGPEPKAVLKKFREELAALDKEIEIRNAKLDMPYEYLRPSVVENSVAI
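40 nM 15hLO-1 + cpd, 15 min RT; start w/ 50 uM AA (final), 6 min RT; stop/detect w/ 200 uM XO + 300 uM Fe(II) in 50 mM H2SO4, 30 min; A573/A405. Buffer 25 mM Hepes pH 7.5, 0.01% Triton X-100. No-enzyme wells as negative control.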
Fluorescein autfl: compound fluoresces in the fluorescein spectral region. max fluorescein-equivalent concentration, M. hit rate 0.91% among 59,000. Compound autofluorescence, 480/540 nm, fluorescein-equivalent; stronger effect = higher value. AID 593; in the data active means max fluorescein-equivalent concentration above about 10 nM; inconclusive means between about 1.1 nM and that limit
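Read-out is intrinsic compound fluorescence at 480/540 nm (excitation/emission), expressed as dye-equivalent concentration using a fluorescein standard series run on every plate. Compounds sat 15 min at room temperature in 100 mM Tris, pH 8.0.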
Hsp90 Hop PPI: changes Hsp90-Hop TPR2A binding signal, up or down; AlphaScreen TPR2A-His6 binding biotin-Hsp90 C-terminal peptide; Potency, µM (doses to about 57 µM), inactives show at the top dose activity change, negative = inhibition; hit rate 0.44% among 71,000; active means well fitted curve in either direction with a large enough effect; inconclusive means small, poorly fitted or top-dose-only effect, or another doubt; further: potency means the concentration at half of the fitted maximal effect; on the % scale 0 is the no-effect control and ±100 the full control effect; many of its hits are not listed in these tables
Numbers without * were called inactive; i = inactive; ? = inconclusive; . = no result given; ! = repeats disagree; [ ] = another dose, or the depositor's remark. Unless noted, the call rests on the fitted dose curve; in most records, active means well fitted curve in the direction sought with a large enough effect; inconclusive means small, poorly fitted or top-dose-only effect, or another doubt; inactive means no such curve, though single readings can be large; an effect the other way counts as inactive or inconclusive.

Every second line gives: 4-MU autofl, HADH2 inhib, Texas Red fluor, Epigenetic mod, DNA Pol III inh, Ub-GFP proteasome, HBB splicing, Rhodamine autofl, 15-hLO inh, Fluorescein autfl, Hsp90 Hop PPI
- Cc1ccc(C(N)=S)c(C)c1
  i, -9%, i, 0%, -5%, -8%, -0.1%[57.5 µM], i, -2%, i, -6%
- CSc1ncccc1C(=O)OCn1nnc2ccccc2c1=O
  i, 1%, i, 1%, -2%, -2%, -0.3%, i, 0%, ?, 1%
- O=C(Nc1ccc(N2CCCCC2)c(C(=O)O)c1)c1ccco1
  i, 1%, i, 0%, 2%, -4%, -1.0%, i, 4%, ?, -2%
- CN(C)CCNc1nc2c(c(=O)[nH]c(=O)n2C)n1CC(O)COc1ccc(Cl)cc1Cl (stereo unspecified)
  i, 11%, ?, 0%, -3%, ., 4.9%[0.369 µM], i, -5%, ?, -7%
- CN(C)c1ccc(C(=S)N2CCOCC2)cc1
  ., 0%, ., 0%, -1%, 8%, 0.1%[9.22 µM], ., 0%, ., -7%
- COc1ccc(N(C(=O)c2ccco2)C(C(=O)NC2CCCC2)c2ccc(N(C)C)cc2)cc1 (stereo unspecified)
  i, -5%, i, -2%, -2%, -5%, ., i, -7%, i, -5%
- O=C(CSc1nnc(CNC(=O)c2ccco2)o1)NC1CCCC1
  i, -1%, i, 0%, 2%, 10%, 0.2%, i, 9%, i, -4%
- O=C(O)/C=C\C(=O)Nc1ccc2c(c1)C(=O)c1cc(F)ccc1-2
  i, -23%[11.4 µM], ?, -4%[9.22 µM], -14%[11.4 µM], -3%[9.17 µM], 3.0%[9.22 µM], i, 3%[11.4 µM], i, -12%[11 µM]
- CCOc1cc(C2C(C(=O)OC)=CN(C3CCCC3)C=C2C(=O)OC)cc(Br)c1O
  2e-07M*, 106%[activator], i, 2%, 0%, 8%, 0.0%, i, -17%, ?, 3%
- COc1cc(-c2noc(CCC(N)=O)n2)cc(OC)c1OC
  i, -2%, i, -3%, -3%, 10%, 2.5%, i, 13%, i, -6%
- Cc1noc(C)c1C(=O)N1CCC2(CCCN(c3ccncc3)C2)CC1
  i, -3%, i, -2%[9.22 µM], 3%, 1%, 2.9%, i, -5%, ?, 1%
- Cc1c(NS(=O)(=O)c2ccc3c(c2)c(=O)n(C)c(=O)n3C)c(=O)n(-c2ccccc2)n1C
  i, 6%, i, 0%, 4%, 4%, -0.2%, i, -2%, i, 1%
- O=C1c2ccccc2C(Nc2ccc(-c3nc4ccccc4[nH]3)cc2)N1Cc1ccco1 (stereo unspecified)
  ., ?, ., -3%, -6%, -9%, -0.7%, ., -14%, ., -14%
- COc1cccc(NC(=O)N2CCN(c3ccc(C(F)(F)F)cn3)CC2)c1
  i, ?, i, 0%, -9%, 4%, -1.8%, i, -9%, ?, 3%
- Cc1ccc(C(=O)Nc2cnc3sc(C)nn3c2=O)cc1
  i, 0%, ?, 0%, 2%, 12%, 1.4%, i, 4%, i, -3%
- CCOC(=O)c1cc(NC(=O)N2CCCc3ccccc32)c(C)nc1C
  i, 6%, ?, -2%, -8%, -2%, -1.5%, i, 3%, ?, -5%
- CCOC(=O)C1CCN(C(=O)Cc2cccs2)CC1
  i, ?, i, -2%, -3%, -6%, 0.2%, i, 2%, i, -1%
- O=C(O)CNCCc1ccccc1
  i, -2%[11.4 µM], i, 9%[9.22 µM], -16%[11.4 µM], -6%[9.17 µM], 1.4%[9.22 µM], i, 4%[11.4 µM], i, -1%[11 µM]
- Cc1sc(NC(=O)CCCC(=O)O)c(C#N)c1C
  ., ?, ., -3%, -3%, -1%, -1.3%, ., -12%, ., -1%
- CCOC(=O)N1CCN(CC(O)c2ccc3c(c2)CCN3)CC1 (stereo unspecified)
  i, 9%, i, -2%, -1%, ., 1.1%[0.369 µM], i, -5%, ?, -4%
- Nc1c(NCCN2CCOCC2)c2ccccc2oc1=O
  i, ?, ?, -1%, -3%, -5%, -3.5%, i, 1.6µM*, ?, -10%
- Cc1cccn2c(=O)c3cc(C(=O)NCCCN4CCCC4=O)n(C)c3nc12
  1.5e-06M*, 32µM*, i, -3%, -7%, 0%, -0.5%, i, 7%, i, -5%
- O=C(NCc1ccco1)C1CCN(S(=O)(=O)c2cccc3cccnc23)CC1
  ., -4%, ., 0%, 4%, 14%, 0.6%, ., 17%, ., -6%
- CC(=O)Nc1cccc(Oc2ccc(-c3noc(C)n3)cc2)c1
  i, 15%, i, -2%, -7%, -3%, ., i, -10%, i, 3%
- CC/C=C\C[C@H]1C(=O)CC[C@@H]1CC(=O)O
  i, -2%, i, -2%[9.22 µM], -5%, -5%, ., i, 10%[25.6 µM], i, -3%
- CC(C)N1C(=O)CCC1C(=O)NCc1ccccc1Cl (stereo unspecified)
  ., 7%, ., 0%, 3%, 13%, -0.3%, ., -2%, ., -1%
- COc1ccc2c(c1)c(=O)oc1cc(OCC(=O)N3CCCC(C)C3)ccc12 (stereo unspecified)
  7.2e-07M*, i, i, 2%, -8%, -2%, 1.6%, i, -18%, i, 2%
- O=C(NCc1ccco1)c1noc2c1CCCCC2
  i, 5%, i, 6%, 5%, 7%, -0.1%, i, 6%, i, 0%
- Cc1ccc(S(=O)(=O)N(Cc2ccc(F)cc2)Cc2ccco2)cc1
  i, -12%, ?, -3%, -2%, -4%, -0.9%, i, -16%, i, ?
- N#Cc1c[nH]n2c(=O)cc(Cc3ccccc3)nc12
  ?, 5%, i, 3%, -4%, -3%, -1.0%, i, -12%, i, 0%
- O=C(Cn1nc(C(=O)O)c2ccccc2c1=O)NCC1CCCO1 (stereo unspecified)
  ?, -3%, i, 5%, -8%, 5%, -0.1%[57.5 µM], i, -16%, ?, -2%
- O=C(C1CCC(C(=O)N2CCCC2)CC1)N1CCCC1 (stereo unspecified)
  i, -2%, i, -3%, -1%, -2%, -2.0%, i, -4%, ?, -1%
- COc1cccc(Cn2c(NCc3ccco3)nc3c2c(=O)n(C)c(=O)n3C)c1
  i, ., i, 17%[20.6 µM], ., ., ., i, ., i, .
- COc1cc(OC)c(OC)cc1CN1CCCC(C(=O)N2CCCCC2)C1 (stereo unspecified)
  i, 4%, i, -2%, -2%, ., -0.4%[0.369 µM], i, -3%, i, -5%
- O=C(CCN1C(=O)c2ccccc2C1=O)OCn1nnc2ccccc2c1=O
  i, ?, i, -1%, -10%, -2%, -0.8%, i, 8%, ?, 0%
- CN1CCCC[C@@H]1CCN1c2ccccc2Sc2ccc(S(C)=O)cc21 (stereo partly specified)
  ?, 4µM*!, i, 5%[9.22 µM], -11%[11.4 µM], -2%[9.17 µM], 1.1%[9.22 µM], i, ?, ?, -3%[11 µM]
- COc1cc(/C=C/C(=O)CC(=O)/C=C/c2ccc(O)c(OC)c2)ccc1O
  i, 4µM*, i, 6%[20.6 µM], 42%, ., ?, i, ?, ?, -5%
- CN1/C(=C\C(=O)COc2ccc3c(c2)OCO3)C(C)(C)c2ccccc21
  2.9e-08M*, 9%, i, 0%, -1%, 1%, -0.9%, i, -18%, ?, -20%
- COc1cccc(C2C(C(=O)c3cc4cccc(OC)c4o3)=C(O)C(=O)N2c2cc(C)on2)c1OC (stereo unspecified)
  i, -7%, i, -2%, -8%, 3%, -1.2%, i, 13%, i, -5%
- Cc1cc(C)n(C(=O)CN2C(=O)CCC2=O)n1
  i, ., i, 6%[20.6 µM], ., ., ., i, ., ?, .
- O=C(CN1CCN(Cc2ccccc2Cl)C1=O)NC1CCCCCC1
  i, 8%, i, 0%, 4%, -3%, 0.4%, i, 16%, i, -5%
- Cc1cc(OCC(=O)NCc2nc(-c3ccccc3)no2)c(C)cc1Br
  i, 8%, ?, -3%, 0%, -3%, -0.1%, i, -11%, i, -1%
- COc1ccc(C2CC(c3cccc(C)c3)n3ncnc3N2)cc1 (stereo unspecified)
  ., -10%, ., ., -2%, 0%, -0.4%, ., 29%, ., -4%[2.3 µM]
- COc1ccc(C2CC(c3ccccc3)Nc3nc(N)nn32)cc1 (stereo unspecified)
  8.4e-07M*, ., i, -2%[20.6 µM], ., ., ., i, ., ?, .
- COc1cccc(C(CC(=O)NCCN2CCOCC2)NS(=O)(=O)c2ccc(C)cc2)c1OC (stereo unspecified)
  i, 6%, i, -1%, -10%, -5%, -0.2%, i, 11%, i, 1%
- CC(C)Cn1c(SCC(=O)NC2CCCc3ccccc32)nc(O)cc1=O (stereo unspecified)
  i, 5%, i, -1%, -3%, 3%, 0.2%, i, -1%, ?, -3%
- CCCNC(=O)CS(=O)Cc1nc(-c2ccc(OC)cc2)oc1C (stereo unspecified)
  ., -8%, ., ., -2%, -10%, -1.1%, ., -4%, ., -5%[2.3 µM]

Assay outcomes as filed in PubChem.

A portion of the library (hit frequency here may not be typical).
